Assay outcomes deposited in PubChem BioAssay by several laboratories.
CR mimetic SO = yeast age-related superoxide inhibition as caloric restriction mimetic | S. cerevisiae aged cells, superoxide DHE fluorescence; stronger effect = lower value | superoxide response (% of plate mean), % at 10 µM | 0.18% of 330,000 active;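 active = superoxide response under a set limit, about three screen SD below normal, cut at about 65% in these data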;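 also: yeast aged for seven days with compound at 30 °C before DHE staining; 100% = average MFI of all compound-treated wells on the plate with controls excluded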
Bcl-xL primary = blocks human Bcl-xL binding to Bim BH3 peptide | Q07817 | GST-Bcl-xL / FITC-Bim BH3 peptide fluorescence polarization | inhibition, % at 10.9 µM | 0.7% of 320,000 active | AID 2129;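 active = inhibition above the mean of all tested compounds plus 3 SD, cutoff set per campaign, cut at about 30% in these data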;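 also: 0% = DMSO wells and 100% = unlabeled Bim-BH3 peptide competitor; inhibitors lower millipolarization by displacing the labeled peptide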
Target sequence (Q07817 whole entry, looked up): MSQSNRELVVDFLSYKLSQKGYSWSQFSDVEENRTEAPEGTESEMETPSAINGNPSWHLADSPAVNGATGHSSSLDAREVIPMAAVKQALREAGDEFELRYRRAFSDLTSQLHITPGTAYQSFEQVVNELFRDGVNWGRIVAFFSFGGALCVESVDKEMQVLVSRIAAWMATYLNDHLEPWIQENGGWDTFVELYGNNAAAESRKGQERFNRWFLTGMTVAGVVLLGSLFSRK
GLD-1 RNA inh = GLD-1-TGE RNA interaction inhibition (C. elegans) | AID 2280 | 0.44% of 320,000 active | inhibition, % at 5.96 µM | Q17339 | purified GLD-1 + fluorescein TGE RNA, fluorescence polarization;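 active = percent inhibition above a per-plate cutoff, the plate mean of test compounds plus 3 SD, cut at about 30% in these data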;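 also: 0% = DMSO wells with GLD-1 and probe and 100% = wells lacking GLD-1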
EBNA-1 inhibitor = blocks EBNA-1 binding to DNA. EBNA-1 DNA binding, fluorescence polarization. inhibition, % at 14.8 µM. 0.34% of 300,000 active; in the data active = inhibition above about 28%
Fam108B counter = blocks mouse Fam108B hydrolase in RBBP9 counter-screen. inhibition, % at 9.51 µM. recombinant Fam108B, FP-Rh probe fluorescence polarization. 0.33% of 300,000 active. AID 1947;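 active = inhibition above the screen mean inhibition plus 3 SD, computed separately per campaign, cut at about 18% in these data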;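 also: inhibitors lower polarization as less probe binds the enzyme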
Efflux pump inh = antifungal efflux pump inhibition, Nile Red retention; S. cerevisiae Candida pump triplex; inhibition, % at 10 µM; 0.44% of 330,000 active; AID 485275;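 active = plate passing quality check with inhibition over a set limit, or well fluorescence over plate mean plus 4 SD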;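 also: Nile Red retained in pooled yeast measured as flow cytometry median fluorescence; 0% = buffer negative control and 100% = Enniatin B positive control; higher means more Nile Red kept so more efflux inhibition; some compounds called inactive have numbers as strong as hits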
MEX-5 binding = C. elegans MEX-5 TCR-2 RNA binding activity. 0.38% of 300,000 active. AID 1832. activity score (negative = inhibition of binding), % at 10 µM. MEX-5/FITC-TCR2 RNA binding, fluorescence polarization; stronger effect = lower value. Q9XUB2;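 active = inhibition past about -25% in most replicates, and total fluorescence under double the plate's negative control median, limit read from the data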;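 also: 0% = DMSO and -100% = 5 µM competing unlabeled TCR2 RNA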
Target sequence (Q9XUB2 whole entry, looked up): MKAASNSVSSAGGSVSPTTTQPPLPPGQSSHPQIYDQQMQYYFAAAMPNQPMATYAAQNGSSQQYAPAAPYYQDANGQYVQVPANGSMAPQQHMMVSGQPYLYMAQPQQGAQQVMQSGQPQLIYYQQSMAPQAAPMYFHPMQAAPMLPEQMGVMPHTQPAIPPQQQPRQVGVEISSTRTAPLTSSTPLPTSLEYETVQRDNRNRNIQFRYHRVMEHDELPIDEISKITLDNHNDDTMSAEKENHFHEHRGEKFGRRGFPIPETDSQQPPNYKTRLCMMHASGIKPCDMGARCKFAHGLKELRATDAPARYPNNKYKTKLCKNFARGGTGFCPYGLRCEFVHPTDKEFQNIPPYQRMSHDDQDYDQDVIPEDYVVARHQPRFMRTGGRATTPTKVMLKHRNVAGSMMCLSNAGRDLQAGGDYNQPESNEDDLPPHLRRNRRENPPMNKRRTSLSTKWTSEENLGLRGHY
ZTA DNA inh = ZTA (EBV) inhibition in EBNA-1 counter-screen; P03206; ZTA-DNA binding, fluorescence polarization; inhibition, % at 11 µM; 0.15% of 320,000 active; in the data active = inhibition above about 33%
Target sequence (P03206 whole entry, looked up): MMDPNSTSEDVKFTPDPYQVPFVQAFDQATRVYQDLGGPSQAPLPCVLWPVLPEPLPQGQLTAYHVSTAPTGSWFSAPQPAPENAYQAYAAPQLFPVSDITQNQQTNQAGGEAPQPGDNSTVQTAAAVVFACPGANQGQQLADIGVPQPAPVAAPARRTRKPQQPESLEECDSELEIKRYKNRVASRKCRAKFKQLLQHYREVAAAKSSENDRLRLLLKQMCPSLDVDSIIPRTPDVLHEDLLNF
MCL1-BIM inh = MCL1-BIM-BH3 interaction inhibition (human); GST-MCL1 / FITC-Bim-BH3 fluorescence polarization; 0.68% of 320,000 active; AID 2057; inhibition, % at 10.9 µM; Q07820;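 active = inhibition above the mean inhibition of all tested compounds plus 3 SD, set per campaign, cut at about 40% in these data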;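 also: 0% = DMSO wells and 100% = unlabeled Bim-BH3 peptide control; higher means more loss of mP so more displacement of Bim peptide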
An asterisk follows results filed as active; . = not tested or not shown. Outcome played no part in choosing rows. About 2.3% of those tested had a hit in this group.

compound	CR mimetic SO	Bcl-xL primary	GLD-1 RNA inh	EBNA-1 inhibitor	Fam108B counter	Efflux pump inh	MEX-5 binding	ZTA DNA inh	MCL1-BIM inh
COc1ccc(CN2C(=O)CSCC2=O)cc1OC	105	5	-8	11	4	-0.1	3.1	-12	14
COc1ccc(Cl)cc1C(=O)Nc1ccncc1	98	2	3	-1	-7	-0.1	0.9	-11	-5
NS(=O)(=O)c1ccc(CCNC(=O)CNC(=O)Cc2ccccc2)cc1	112	0	5	1	5	0.2	-1.5	-1	9
CC1SCC(NC(=O)c2ccc(Cl)cc2)CS1 (stereo not drawn)	109	3	-1	-2	-6	0.1	2.7	-13	2
O=S(=O)(Nc1ccccn1)c1cccc(S(=O)(=O)c2ccc(Br)cc2)c1	113	8	-1	-4	6	-0.3	-0.9	-6	7
COC(=O)C1=C(C)Nc2ncnn2C1c1cccnc1 (stereo not drawn)	113	-1	14	4	6	0.0	2.2	0	9
Cc1cccc(NC(=O)CSc2ccc(-c3cccnc3)nn2)c1	90	5	3	4	0	-0.7	1.5	-6	12
O=c1c2ccccc2c(C=Nc2ccc(Cl)cn2)c(O)n1-c1cc(Cl)ccc1N1CCOCC1	116	4	-1	0	-1	0.4*	-1.9	14	4
Cc1ccc(/C=C/C(=O)NCCc2c[nH]c3ccccc23)o1	105	-4	-8	11	0	-0.1	3.7	16	-1
Cc1ccc(C2(C)NC(=O)N(CC(=O)Nc3cc(C)on3)C2=O)cc1 (stereo not drawn)	95	-2	7	-7	4	-0.3	0.8	-14	-3
CCc1ccc(-c2cc3c(=O)n(CC(=O)NCCCN4CCN(C)CC4)ncn3n2)cc1	114	1	1	-2	-3	0.5	0.8	4	-4
COc1ccc(NC(=O)OCC(C)C)cc1OC	123	0	9	-9	-2	0.6	-2.0	-6	-3
O=C(COc1ccc(Cl)cc1Cl)NCCSc1ccc(Cl)cc1	84	26	3	13	-2	0.1	-1.7	-7	8
Cc1ccc(N2C(=O)c3ccccc3C2C(=O)c2cc(C)ccc2O)cc1 (stereo not drawn)	95	10	9	-2	-1	0.0	-1.0	-21	5
O=C(CSc1nnc(Cc2ccccc2)o1)c1cc(F)ccc1F	106	-9	3	13	0	0.2	-0.2	-3	-10
CCC(=O)Nc1cc(C(=O)NCC2CCCN2CC)c(OC)cc1N(C)C (stereo not drawn)	74	5	10	4	-4	-0.1	-4.0	-24	-6
COc1cc(C(=O)NC2CCCCC2)ccc1OC1CCN(C(C)=O)CC1	97	5	4	10	3	-0.2	-1.2	10	7
CC1CCCC(C)N1NC(=O)Cc1ccccc1 (stereo not drawn)	88	0	2	3	1	0.0	-0.7	6	-1
CC(NC(=O)c1cccs1)c1ccc2c(c1)OCO2 (stereo not drawn)	99	1	-1	-3	1	0.1	-0.7	11	6
COc1ccc(NS(=O)(=O)c2ccc(NS(=O)(=O)c3cccs3)cc2)cc1	94	3	4	2	1	-0.2	-2.3	3	1
C/C(=N\Nc1nnc2c3ccccc3n(C)c2n1)c1ccc(C)o1	106	8	-2	7	5	0.0	2.0	7	3
Cc1ccc(C(=O)NCCNC(=O)c2cnccn2)cc1	97	2	5	4	2	0.0	3.8	-2	-4
CC(Oc1cc2oc(=O)c3c(c2cc1Cl)CCC3)C(=O)NCc1cccnc1 (stereo not drawn)	107	4	0	4	3	0.0	-0.4	14	-3
CCN(CC)S(=O)(=O)c1ccc(C(=O)N2CCN=C2SC)cc1	107	-4	13	-14	-3	-0.1	1.3	1	-7
COCCN=c1scc(-c2ccco2)n1/N=C/c1ccc(O)c(O)c1O	86	-15	-15	-4	-2	1.0	.	1	11
O=C(Nc1ccccc1Cl)N1CCN(c2ccc3nnc(-c4ccc(F)cc4)n3n2)CC1	75	10	1	12	-5	0.0	-0.8	5	9
CC(C)(C)c1nnc(SCC(=O)Nc2ccc(N3CCCCC3)cc2)n1N	126	6	-1	.	.	-0.2	.	-17	0
Cn1cc(S(=O)(=O)NC2CCCCCC2)c(=O)n(C)c1=O	95	-1	2	-1	-1	-0.6	-3.8	-4	6
CCN(CC)S(=O)(=O)c1ccc(C(=O)NNc2nc(-c3ccccc3)c3cc(Br)ccc3n2)cc1	101	2	3	-6	-9	0.0	1.6	-3	2
COc1ccc(C(=O)NC(=S)NNC(=O)c2ccc(NC(C)=O)cc2)cc1Br	109	1	-2	5	4	0.1	-4.9	17	8
C#CCOCCOCCOCCNc1nc(N2CCN(C(=O)[C@H]([C@@H](C)CC)n3cc(CCCCN)nn3)CC2)nc(N2CCN(C(=O)[C@H]([C@@H](C)CC)n3cc(CCCN=C(N)N)nn3)CC2)n1	108	2	-6	-8	1	0.3	.	16	1
CC12CCC(=O)N1C(C(=O)Nc1nc(-c3ccccc3)cs1)CS2 (stereo not drawn)	101	-5	3	-8	0	-0.1	-1.2	-18	3
CCc1ccc2nc(Nc3ccc(OC)cc3OC)c(C#N)cc2c1	102	1	-7	-6	3	0.1	-5.1	-13	-12
CCOc1ccc(Cn2ccnc2)cc1[N+](=O)[O-]	117	2	-1	0	3	0.3	0.3	-16	0
COCc1[nH][nH]c(=O)c1C=Nc1ccc(C(F)(F)F)cc1	112	7	3	3	-1	-0.1	-9.6	-5	13
CN(C)C(=O)Nc1ccccc1CC[N+](=O)[O-]	94	5	1	10	0	0.3	-2.3	1	2
Cc1csc(NC(=O)C2CCCN(S(=O)(=O)c3cnc[nH]3)C2)n1 (stereo not drawn)	102	6	3	3	-1	0.1	-4.3	-3	7
CC(C)C(NC(=O)CNC(=O)OC(C)(C)C)C(=O)NCc1ccccc1 (stereo not drawn)	115	3	6	-3	2	0.3	1.0	2	-6
Cc1nc(Cl)c(N=Cc2cccc([N+](=O)[O-])c2)c(Cl)n1	93	2	8	-2	0	-0.1	0.2	-7	-1
COc1ccc(NC(=S)N2CCC(NC(=O)c3ccco3)CC2)cc1	98	-1	-1	1	0	0.1	-3.4	-7	3
CC(=O)Nc1ccc(S(=O)(=O)N(Cc2cccnc2)Cc2cc3ccccc3[nH]c2=O)cc1	106	4	4	14	1	-0.5	0.4	15	-3
CCCCN(C(=O)CSc1nnc(-c2ccc(OC)cc2)n1CC)c1c(N)n(Cc2ccccc2)c(=O)[nH]c1=O	98	4	7	6	-4	0.2	-1.5	-12	-11
Cc1cccc(NC(=O)CSCC(=O)N2CCN(C(=O)c3ccco3)CC2)c1	108	4	-4	.	.	0.1	.	-12	6
COc1ccc(C/C(C)=N\NC(=O)c2c[nH]c3ccccc23)cc1OC	80	7	2	8	0	0.1	-0.1	14	5
CC(c1ccccc1)N1C(=O)C2C3C=CC(C4CC34)C2C1=O (stereo not drawn)	83	3	6	2	2	0.1	-7.0	14	0
N#CC1=C(N)NC(=S)C(C(N)=O)C1c1ccc([N+](=O)[O-])cc1 (stereo not drawn)	106	13	3	14	2	0.0	-6.1	28	12
COc1ccc(C2/C(=C(\O)c3ccc4c(c3)OCCO4)C(=O)C(=O)N2Cc2ccco2)c(OC)c1 (stereo not drawn)	99	8	-3	6	4	-0.1	-1.9	8	4
Cc1ccc(C(=O)N/C(=C/c2ccco2)C(=O)OCN2C(=O)c3ccccc3C2=O)cc1	89	4	-1	-8	-1	0.0	-0.4	-10	1

Sorted by value in MEX-5 binding (lowest first): 3 from the list above.
SMILES | MEX-5 binding
Cn1cc(S(=O)(=O)NC2CCCCCC2)c(=O)n(C)c1=O | -3.8
Cc1nc(Cl)c(N=Cc2cccc([N+](=O)[O-])c2)c(Cl)n1 | 0.2
CC1SCC(NC(=O)c2ccc(Cl)cc2)CS1 (stereo not drawn) | 2.7

3 entries from above, ordered by SMILES length, falling:
compound	CR mimetic SO	Bcl-xL primary	GLD-1 RNA inh	EBNA-1 inhibitor	Fam108B counter	Efflux pump inh	MEX-5 binding	ZTA DNA inh	MCL1-BIM inh
CC(=O)Nc1ccc(S(=O)(=O)N(Cc2cccnc2)Cc2cc3ccccc3[nH]c2=O)cc1	106	4	4	14	1	-0.5	0.4	15	-3
Cc1cccc(NC(=O)CSCC(=O)N2CCN(C(=O)c3ccco3)CC2)c1	108	4	-4	.	.	0.1	.	-12	6
COc1ccc(C/C(C)=N\NC(=O)c2c[nH]c3ccccc23)cc1OC	80	7	2	8	0	0.1	-0.1	14	5

(further entries)
compound	CR mimetic SO	Bcl-xL primary	GLD-1 RNA inh	EBNA-1 inhibitor	Fam108B counter	Efflux pump inh	MEX-5 binding	ZTA DNA inh	MCL1-BIM inh
CCn1c(SCC(=O)N/N=C/c2ccc(C)s2)nc2ccccc21	95	5	0	6	1	-0.1	0.3	13	2
O=C(Nc1ccc(F)cc1)C(NC1CCCCC1)c1ccccc1 (stereo not drawn)	98	-1	-3	4	2	0.0	1.8	0	-4
CC(C)(C)C(=O)Nc1cccc(-c2nc3ccccc3c(=O)o2)c1	109	9	6	3	0	0.0	0.5	8	11
O=C(Nc1nccs1)c1ccc2c(=O)n3c(nc2c1)CCCCC3	115	1	-1	-5	-1	-0.1	-0.6	-17	-9
CCNC(=S)N(Cc1ccco1)Cc1cc2cc3c(cc2[nH]c1=O)OCCO3	111	2	4	-18	-1	-0.1	-2.1	6	7
C[C@]12CC[C@@H]3c4ccc(O)cc4C(=O)C[C@H]3[C@@H]1CC[C@@H]2O	109	-5	8	-2	-4	0.0	-2.7	-6	-1
CC1(C)CC(NC(=O)N2c3ccccc3Sc3ccccc32)CC(C)(C)N1	92	4	1	6	0	0.1	3.8	4	8
Cn1c(SCC(=O)N2CCOCC2)nnc1-c1cccc(NC(=O)c2ccccc2)c1	90	-21	5	-6	-2	0.0	-2.4	23	-27
CCc1nnc(NC(=O)CSc2nnc(Cc3ccc(OC)cc3)o2)s1	92	-4	3	1	1	-0.1	1.3	-9	-1
CCCCOc1cccc(C(=O)Nc2ccc(NC(=O)c3cccs3)cc2)c1	111	8	5	9	0	0.7	-1.3	27	5
CNC(=O)c1[nH]cnc1C(=O)Nc1cccc(C)c1	88	3	0	.	.	-0.1	.	8	6
CCCNNC(=O)C(O)(c1ccccc1)c1ccccc1	95	-1	1	-3	-5	0.2	-2.1	3	4
Cc1ccc(-c2nc3ccccc3s2)cc1NC(=S)NC(=O)c1ccccc1	97	4	-2	-7	4	-0.1	1.2	2	8
CCOc1ccc(-n2c(-c3ccccc3)c[n+]3c2CCC3)cc1	98	1	7	-9	-1	-0.1	-1.5	-19	-4
Cc1cc(C)cc(NC(=O)COC(=O)CN=C2NS(=O)(=O)c3ccccc32)c1	85	9	5	-4	-2	0.0	0.2	-4	0
Cc1ccc(Cn2cc(S(=O)(=O)c3ccc(C(C)C)cc3)c(=O)c3cc4c(cc32)OCO4)cc1	105	-8	-3	2	-11	-0.1	1.2	-10	-10
CCn1c(CC(=O)Nc2ccccc2F)nnc1SCC(=O)NC1CCCCC1	96	1	8	-3	1	0.0	0.8	-7	4
NC(=O)CCN1CCN(Cc2nc(C(c3ccccc3)c3ccccc3)no2)CC1	98	5	-1	7	4	0.0	0.5	9	5
COc1cccc(N2CCN(c3ccc4nnc(CCC(=O)Nc5ncccc5C)n4n3)CC2)c1	98	-5	5	-7	3	0.0	-1.5	-8	5
CN1CCN(C(=O)/C(=C\c2ccccc2)c2ccccc2)CC1	100	11	1	5	-1	0.0	-1.5	9	6
NCCCC[C@H]1CN=C(N)N1CCCCC1CCCCC1	93	0	3	4	-2	0.1	-3.2	-1	0
